esBAF inh: blocks esBAF chromatin remodeling in mouse ES cells; Bmi1-luciferase knock-in reporter, 24 h; 100% = twice the neutral-well signal; reporter increase, % at 12.5 µM; hit rate 2% among 350,000; AID 602393; in the data active = activation above about 40%;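 note: 0% = median of the plate's neutral control wells and 100% = double that signal; a rise in the Bmi1 reporter signal indicates esBAF inhibition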
C2C12 statin: suppression of simvastatin myotoxicity. C2C12 myotubes + simvastatin, ATP luminescence, 48 h; scaled: DMSO 0, geranylgeraniol control 100. rescue of ATP level, % at 7.49 µM. hit rate 0.78% among 330,000;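 active = mean ATP rescue above about 67%, or every replicate alone reaching that limit, limit read from the data, passing the limit was not always enough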;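 note: myotubes were challenged with 10 µM simvastatin during compound exposure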
S100A4 MyoIIA: inhibitors of human S100A4 binding to myosin IIA peptide; P26447; S100A4/TAMRA-MyoIIA peptide fluorescence polarization; inhibition, % at 10.7 µM; hit rate 0.14% among 360,000; AID 652163;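 active = mean inhibition of at least 70% across replicates, with every replicate also reaching that level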
Target sequence (P26447 whole entry, looked up): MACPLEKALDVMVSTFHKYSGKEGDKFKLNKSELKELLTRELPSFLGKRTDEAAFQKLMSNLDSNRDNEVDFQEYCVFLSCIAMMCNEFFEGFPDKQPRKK
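Compound dosing: one dose per compound; test system: human S100A4 monomer with TAMRA-labelled myosin IIA peptide; probe or stimulus: TAMRA-labelled myosin IIA heavy-chain peptide probe, 5 nM; medium: HEPES buffer with Ca2+, pH 7.2; schedule: 5 min incubation before reading; benchmarks: neutral control DMSO, positive control TFP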
FN deposition inh: fibronectin deposition inhibition. inhibition, % at 12.6 µM. hit rate 0.086% among 350,000. AH1F fibroblasts, Alexa488-fibronectin deposition fluorescence, overnight;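 active = mean inhibition across replicates of 30% or more, regardless of how many single replicates reach that level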;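 note: positive control wells lacked labelled fibronectin entirely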
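Material: AH1F fibroblast monolayer depositing Alexa488-labelled fibronectin into matrix | Input: 10000 AH1F cells/well | Medium: DMEM plus 2% serum, read in PBS | Reagent: Alexa488-fibronectin, 24 nM final in well | Compound dosing: One dose per compound, pinned | Schedule: 1 h adhesion, overnight exposure | Measured by: Fluorescence at 485 nm excitation, 525 nm emission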
CASP6 VEID inh: inhibitors of human caspase-6; P55212; purified caspase-6, Z-VEID-R110 cleavage fluorescence; inhibition, % at 12.5 µM; hit rate 0.53% among 350,000; AID 686996;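 active = mean inhibition across replicates at least about 35%, with every replicate also reaching that limit, limit read from the data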;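 note: 0% = median of neutral control wells and 100% = no fluorescence left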
Target sequence (P55212 24-179 limits assumed): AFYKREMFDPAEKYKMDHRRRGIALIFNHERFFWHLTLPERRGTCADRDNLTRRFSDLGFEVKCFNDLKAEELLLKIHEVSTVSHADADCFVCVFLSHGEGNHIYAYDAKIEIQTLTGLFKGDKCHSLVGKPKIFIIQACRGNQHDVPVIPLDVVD
Target sequence (P55212 194-293 limits assumed): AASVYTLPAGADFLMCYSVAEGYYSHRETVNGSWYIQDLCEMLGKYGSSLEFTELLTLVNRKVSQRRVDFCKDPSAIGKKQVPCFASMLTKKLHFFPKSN
LGR2 inh: blocks bursicon-induced cAMP signaling via Drosophila LGR2; HEK293 LGR2, CRE-luciferase, bursicon-stimulated, 4 h; inhibition, % at 9.99 µM; hit rate 0.35% among 380,000;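 active = drop in luminescence signal, shown as inhibition above about 50% in the replicate tests, limit read from the data, passing the limit was not always enough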;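 note: agonist challenge used bursicon conditioned medium at about half maximal strength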
SIRT5 block: sirtuin-5 (human) deacylase inhibition; Purified SirT5, succinyl-peptide AMC, trypsin-coupled fluorescence; hit rate 1.1% among 330,000; inhibition, % at 15 µM; in the data active = inhibition above about 15%
Target sequence (Q9NXA8 whole entry, looked up): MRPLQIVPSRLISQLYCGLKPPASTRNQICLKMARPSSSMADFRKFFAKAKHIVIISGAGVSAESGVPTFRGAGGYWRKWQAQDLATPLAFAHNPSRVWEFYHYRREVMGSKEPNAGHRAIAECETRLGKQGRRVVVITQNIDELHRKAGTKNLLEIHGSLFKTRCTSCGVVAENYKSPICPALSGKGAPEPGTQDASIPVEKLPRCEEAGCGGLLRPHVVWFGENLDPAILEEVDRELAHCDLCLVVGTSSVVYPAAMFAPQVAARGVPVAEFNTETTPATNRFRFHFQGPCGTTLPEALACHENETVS
* hit, by the source's call; · = not tested or not shown. These rows are one share of the data, so the mix of outcomes need not match the whole.

entry | SMILES | CASP6 VEID inh | SIRT5 block | C2C12 statin | FN deposition inh | S100A4 MyoIIA | LGR2 inh | esBAF inh
1 | Cc1ccc2c(c1)COc1c3ccc(C(=O)N4CCCCC4)cc3nn1-2 | 3 | · | 3 | 2 | -2 | -48 | 26
2 | CCC(=O)N1CC2(C1)[C@H](c1ccccc1)[C@@H](CO)N2C(=O)c1ccncc1 | 2 | -1 | · | · | -3 | 1 | ·
3 | CC(C)N1CCc2c(sc(NC(=O)c3ccc4ccccc4c3)c2C(N)=O)C1 | -33 | -1 | -6 | · | 1 | 6 | 7
4 | COc1ccc(Cc2noc(CN3CCN(Cc4cccc(Cl)c4)CC3)n2)cc1OC | -2 | 1 | · | · | 1 | 7 | ·
5 | COc1ccc(NC(=O)Nc2ccc3c(c2)C(=O)N([C@H](C)CO)C[C@H](C)[C@H](CN(C)C(=O)Nc2ccc(OC)cc2)OCCCC[C@@H](C)O3)cc1 | -3 | 2 | · | -5 | 0 | -2 | -12
6 | Cc1cccc(OCC(=O)N/N=C/c2ccccc2C(=O)O)c1 | 1 | 1 | · | -8 | 2 | 6 | ·
7 | O=C(NNC(=O)c1cc(Br)ccc1Cl)c1csc(N2CCOCC2)n1 | 2 | 0 | 1 | 13 | 0 | -4 | -4
8 | CN(C)CC(=O)N1[C@@H]2c3ccc(-c4cccc(F)c4)c(=O)n3C[C@@H]2[C@@H](CO)[C@@H]1C(=O)NC1CCC1 | 3 | -13 | -44 | 6 | -1 | -12 | -4
9 | COc1ccc(C2c3ccc(O)cc3Oc3ncn4nc(-c5ccccn5)nc4c32)cc1 (stereo not given) | 3 | 1 | 33 | 16 | 2 | -14 | -13
10 | C[C@@H]1CN([C@H](C)CO)C(=O)c2cccc(NS(=O)(=O)c3cccs3)c2O[C@H]1CN(C)Cc1ccc(C(=O)O)cc1 | 0 | 8 | -4 | · | -2 | -25 | -6
11 | Cc1onc(-c2c(Cl)cccc2Cl)c1CO/N=C(\C#N)c1c(Cl)cccc1Cl | -7 | -2 | · | 1 | -3 | 18 | ·
12 | CCN1C(=O)[C@@H]2[C@@H](c3ccc(-c4ccc(Cl)c(Cl)c4)cc3)N3CCCC[C@@]3(C(=O)OC)[C@@H]2C1=O | 1 | -6 | 2 | -15 | 4 | · | -1
13 | C=CC[C@H]1C=C[C@@H](C(C(=O)OC)C(=O)OC)CN1C(C)=O | 4 | 9 | -6 | -9 | 2 | 10 | -9
14 | Fc1ccc(Nc2nnc(C(F)(F)F)s2)cc1 | 0 | -8 | · | 3 | 4 | -7 | ·
15 | CC(C)CN(C(=O)CCNC(=O)c1ccc([N+](=O)[O-])cc1)C1CCS(=O)(=O)C1 (stereo not given) | -3 | · | -5 | 2 | 2 | -21 | 0
16 | Cc1noc(NS(=O)(=O)c2ccc(NC(=O)c3cc(=O)c4ccccc4o3)cc2)c1C | -1 | 4 | 1 | 8 | -3 | 4 | -2
17 | CN(C)C(=O)[C@@]1(CCS(=O)(=O)c2ccccc2)N=C(c2ccc(OCCCO)cc2)O[C@H]1c1ccccc1 | 2 | -5 | · | · | -18 | · | ·
18 | Cc1noc(C)c1NC(=O)N(C)C[C@H]1Oc2ccc(NS(=O)(=O)c3ccc(F)cc3)cc2CC(=O)N([C@@H](C)CO)C[C@@H]1C | -2 | -1 | 2 | · | -4 | 28 | -5
19 | CCNC(=O)C[C@@H]1CC[C@@H]2[C@@H](COc3ccc(NC(=O)Nc4ccccc4OC)cc3C(=O)N2C)O1 | 1 | 3 | 3 | -14 | -3 | -6 | -1
20 | CCOc1ccc(Cn2cc(F)c(=O)[nH]c2=O)cc1 | -1 | -3 | · | 0 | -4 | -19 | ·
21 | O=C(NC(=S)N(CCO)Cc1ccccc1)c1ccc(F)cc1Cl | 3 | 4 | 0 | 7 | -5 | -9 | 4
22 | O=C(Nc1cccc(C(F)(F)F)c1)c1sc(Cl)nc1C(F)(F)F | 3 | -2 | -11 | 0 | 3 | 0 | -6
23 | CCN(CC)C(=O)CCNS(=O)(=O)c1ccc(C)cc1 | · | · | 5 | -1 | · | · | -7
24 | COc1ccccc1NC(=O)COC(=O)c1c[nH]c2ccccc12 | 0 | 0 | 4 | 23 | -3 | -7 | 0
25 | COc1ccc(NS(=O)(=O)c2cccc(C(=O)NCC(c3ccc(OC)cc3)N3CCCCC3)c2)cc1 (stereo not given) | -48 | 1 | 27 | 0 | -3 | -12 | -1
26 | COc1ccc(CN(C)C[C@H]2Oc3c(NC(=O)Nc4c(C)noc4C)cccc3C(=O)N([C@H](C)CO)C[C@@H]2C)cc1 | 1 | -2 | 19 | · | -19 | 7 | 4
27 | O=C1C=C(NNC(=O)c2ccccc2Br)CCC1 | -1 | -1 | 3 | -10 | 0 | 15 | -3
28 | Cc1ccc(NC(=O)CSc2nc3ccccc3nc2N2CCCC2)cc1 | 0 | -8 | 15 | -7 | 1 | -27 | 24
29 | Cn1cnnc1SCC(=O)Nc1ccc(Cl)c(S(=O)(=O)N2CCOCC2)c1 | 1 | -2 | · | 7 | 1 | 15 | ·
30 | C[C@@H]1CN([C@@H](C)CO)C(=O)c2cc(NS(=O)(=O)c3ccc(F)cc3)ccc2O[C@@H]1CN(C)Cc1ccc(C(=O)Nc2ccccc2N)cc1 | -1 | -1 | -40 | -12 | 7 | 6 | -27

Another view of some results above:
Under each structure – CASP6 VEID inh	SIRT5 block	C2C12 statin	FN deposition inh	S100A4 MyoIIA	LGR2 inh	esBAF inh
[18] Cc1noc(C)c1NC(=O)N(C)C[C@H]1Oc2ccc(NS(=O)(=O)c3ccc(F)cc3)cc2CC(=O)N([C@@H](C)CO)C[C@@H]1C
 : -2	-1	2	·	-4	28	-5
[19] CCNC(=O)C[C@@H]1CC[C@@H]2[C@@H](COc3ccc(NC(=O)Nc4ccccc4OC)cc3C(=O)N2C)O1
 : 1	3	3	-14	-3	-6	-1
[20] CCOc1ccc(Cn2cc(F)c(=O)[nH]c2=O)cc1
 : -1	-3	·	0	-4	-19	·
[21] O=C(NC(=S)N(CCO)Cc1ccccc1)c1ccc(F)cc1Cl
 : 3	4	0	7	-5	-9	4
[22] O=C(Nc1cccc(C(F)(F)F)c1)c1sc(Cl)nc1C(F)(F)F
 : 3	-2	-11	0	3	0	-6
[23] CCN(CC)C(=O)CCNS(=O)(=O)c1ccc(C)cc1
 : ·	·	5	-1	·	·	-7
[24] COc1ccccc1NC(=O)COC(=O)c1c[nH]c2ccccc12
 : 0	0	4	23	-3	-7	0
[25] COc1ccc(NS(=O)(=O)c2cccc(C(=O)NCC(c3ccc(OC)cc3)N3CCCCC3)c2)cc1 (stereo not given)
 : -48	1	27	0	-3	-12	-1
[26] COc1ccc(CN(C)C[C@H]2Oc3c(NC(=O)Nc4c(C)noc4C)cccc3C(=O)N([C@H](C)CO)C[C@@H]2C)cc1
 : 1	-2	19	·	-19	7	4
[27] O=C1C=C(NNC(=O)c2ccccc2Br)CCC1
 : -1	-1	3	-10	0	15	-3

More compounds
entry | SMILES | CASP6 VEID inh | SIRT5 block | C2C12 statin | FN deposition inh | S100A4 MyoIIA | LGR2 inh | esBAF inh
31 | Nc1[nH]c(C(=O)c2ccccc2)c(-c2ccccc2Br)c1C(=O)c1cccs1 | 17 | 2 | · | -2 | -2 | -14 | ·
32 | COC(=O)COc1ccc(S(=O)(=O)N2CCCCC2)cc1[N+](=O)[O-] | 2 | -2 | · | 3 | 5 | 9 | ·
33 | C[C@H](CO)N1C[C@H](C)[C@@H](CN(C)S(=O)(=O)c2cccs2)Oc2ccc(NS(C)(=O)=O)cc2C1=O | 3 | 7 | -22 | -3 | -1 | -10 | -1
34 | CCCCCC(=O)N1C[C@H](O)[C@@H](n2cc(COC(=O)c3ccccc3)nn2)C[C@@H]1c1ccccc1 | 4 | -1 | 2 | 10 | 1 | -32 | -8
35 | CN1CCN(S(=O)(=O)c2ccc(N3CCN(c4ccc(O)cc4)CC3)c([N+](=O)[O-])c2)CC1 | 1 | -6 | · | 0 | 1 | 0 | ·
36 | CC(C)CNc1cc(N2CCCC2)ccc1[N+](=O)[O-] | 1 | 4 | 33 | · | 0 | 4 | 4
37 | CC(=O)N1[C@@H]2c3ccc(C4=CCCCC4)c(=O)n3C[C@H]1[C@H](CO)[C@H]2C(=O)NC1CCCC1 | -3 | -17 | 25 | · | -1 | 3 | 5
38 | Cc1cc(=O)[nH]c(SCC(=O)Nc2ccc3c(c2)OCCO3)n1 | 2 | -3 | · | -6 | 5 | 9 | ·
39 | Cc1nnc2ccc(-c3ccc(NC(=O)Cc4cccs4)cc3)nn12 | 1 | 2 | · | -2 | 1 | -4 | ·
40 | Cc1ccccc1NC(=S)NCc1ccco1 | · | · | 2 | 0 | · | -2 | -7
41 | CCCNC(=O)Nc1ccc2c(c1)C(=O)N(C)C[C@@H](OC)[C@@H](C)CN(Cc1ccccn1)[C@H](C)CO2 | · | · | -10 | -3 | · | 0 | 3
42 | O=c1c(-c2ccc(Cl)cc2)coc2c(CN3CCCCC3)c(O)ccc12 | 6 | -4 | -3 | 2 | -2 | 0 | 0
43 | CCN(CC)c1cc(Cl)nc(N)n1 | -3 | -3 | · | -16 | -3 | -4 | ·
44 | C[C@H](CO)N1C[C@H](C)[C@H](CN(C)Cc2ccccc2F)Oc2ncc(C3=CCCC3)cc2C1=O | -3 | 0 | 13 | 7 | 10 | 7 | 4
45 | O=C(Nc1ccccc1C(=O)NCCCN1CCOCC1)c1cccc([N+](=O)[O-])c1 | 0 | -3 | · | · | 5 | -28 | ·
46 | Cc1oc2ccc(O)cc2c1C(=O)c1ccccc1 | 0 | 1 | 10 | 1 | -9 | -22 | 8
47 | Cc1ccc(C)c(SCC(=O)OCC(=O)NCCNC(=O)COC(=O)CSc2cc(C)ccc2C)c1 | -1 | -2 | · | 16 | -2 | -9 | ·
48 | CC(C)c1ccc2[nH]c(O)c(N=NC(=O)c3ccc(CSc4nncn4C)cc3)c2c1 | · | · | -30 | · | · | -10 | 15
49 | COc1ccc(NC(=O)N(C)C[C@@H]2Oc3ccc(NC(=O)c4ccncc4)cc3CC(=O)N([C@@H](C)CO)C[C@@H]2C)cc1 | 0 | -1 | 9 | · | 6 | 0 | 1
50 | O=C(CSC(=S)N1CCCCC1)Nc1ncc2c(n1)CC(c1ccco1)CC2=O (stereo not given) | 1 | 1 | · | -1 | 1 | · | ·
51 | CN1C(=O)C(c2cn(C)c3ccccc23)(c2cn(C)c3ccccc23)c2cc(F)ccc21 | -1 | 2 | · | -1 | -3 | 3 | ·
52 | O=C(c1ccccc1)N1N=C(c2cccs2)CC1c1ccccc1O (stereo not given) | 1 | -4 | 7 | 12 | -1 | 8 | -2
53 | Nc1ccc(CCNc2ncnc3c2ncn3[C@@H]2O[C@H](CO)[C@@H](O)[C@H]2O)cc1 | -1 | -2 | 21 | 11 | -5 | 4 | -4
54 | CCc1nnc(NC(=O)Cc2ccc(OCc3c(C)noc3C)cc2)s1 | · | · | 7 | -6 | · | · | -1
55 | C[C@@H](NC(=O)C[C@H]1CC[C@H](NC(=O)Nc2ccc3c(c2)OCO3)[C@H](CO)O1)c1ccccc1 | -1 | 1 | -3 | -5 | 15 | 18 | 3
56 | NC(c1csc(NC(=O)Nc2ccccc2)n1)C1CCCCC1 (stereo not given) | -2 | 2 | -57 | -1 | 0 | 9 | -7
57 | CC(=O)NC(Cc1ccc(F)cc1)C(=O)NC1CCN(C(=O)NCc2ccccc2)CC1 (stereo not given) | · | -1 | 11 | 3 | 0 | -6 | -7
58 | C[C@H](CO)N1C[C@H](C)[C@H](CN(C)Cc2ccc3c(c2)OCO3)OCCCC[C@H](C)Oc2ccc(NC(=O)c3ccncc3)cc2C1=O | 5 | -1 | · | -7 | -2 | -14 | -1
59 | CS(=O)(=O)Nc1ccc2c(c1)[C@H]1C[C@@H](CC(=O)NCc3cccc(F)c3)O[C@H](CO)[C@H]1O2 | 3 | -5 | -6 | · | 12 | -9 | -3
